# Bioassay records deposited in PubChem by National Center for Advancing Translational Sciences (NCATS).
# LDHA block: blocks human lactate dehydrogenase A. P00338. purified LDHA, NADH/diaphorase-resazurin fluorescence; active compounds read low. activity change, % (values are at about 110 or 230 µM). actives 0.15% (n = 480,000); in the data active = activity change below about -30%; inconclusive = mostly about -25% to -30%;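 also: plate controls were DMSO wells for no effect and wells without enzyme for full effect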
#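 Human LDH5 (2 nM) was incubated with 0.06 mM NADH and 0.2 mM pyruvate for 5 min at room temperature in Tris pH 7.4. Remaining NADH was coupled through diaphorase/resazurin, and resorufin fluorescence was read at 0 and 20 min.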
# Vif-A3G inh: inhibitors of Vif-APOBEC3G interaction; Q9HC16; actives 0.076% (n = 410,000); HeLa A3G-eYFP + Vif (tagged APOBEC3G with the HIV-1 protein that degrades it), YFP fluorescence, overnight; Potency, µM (titrated, usually from 46.1 µM), without a hit: at the highest dose activity, negative = active, most hits filed as inhibitors; AID 602310;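 also: potency is read from the fitted curve at half-maximal effect; % is scaled to controls: 0 for no effect and ±100 for the full control effect; nearly all actives have a fitted effect of over 60% in size; hits raise eYFP signal because A3G escapes Vif-driven loss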
#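 HeLa cells stably expressing Vif and C-terminally eYFP-tagged A3G, seeded overnight at 37 deg C, then exposed to compound by pintool overnight at 37 deg C. Rise in yellow fluorescence (Ex 488/Em 500-530, Acumen) marks blocked Vif-driven A3G degradation.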
# Vif-A3F inh: inhibitors of Vif-A3F interaction. HeLa A3F-eYFP + Vif (tagged APOBEC3F with the HIV-1 protein that degrades it), YFP fluorescence increase. Potency, µM (top dose mostly 46.1 µM), for inactives: at the highest dose activity, negative = active. actives 0.2% (n = 390,000). AID 602313; also: potency is read from the fitted curve at half-maximal effect; % of control where 0% means no effect; nearly all actives have a fitted effect of over 65% in size
#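 HeLa cells stably expressing Vif plus C-terminally eYFP-tagged A3F were seeded, incubated overnight at 37 deg C, dosed with compound, incubated overnight again at 37 deg C. Yellow fluorescence (Ex 488/Em 500-530) reported blocked Vif-mediated A3F-eYFP degradation.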
# USP1-UAF1 inh: USP1/UAF1 (human) deubiquitinase inhibition | actives 0.23% (n = 390,000) | recombinant USP1/UAF1, Ub-Rhodamine cleavage fluorescence | Potency, µM (titrated, usually from 57.1 µM), for the others: top-dose activity change, negative = inhibition, usual class: inhibitors | AID 743255 | O94782; also: potency is read from the fitted curve at half-maximal effect; % is scaled to controls: 0 for no effect and ±100 for the full control effect; nearly all actives have a fitted effect of over 60% in size; inactives centre near -12
#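 USP1/UAF1 complex (1 nM) preincubated 15 min at room temperature with compound, then Ub-Rho substrate (150 nM final) added. Kinetic fluorescence at 480/540 nm over 6 reads at 60 s intervals; 50 mM HEPES pH 7.8, 0.5 mM EDTA, 0.1 mg/ml BSA, 1 mM TCEP, 0.01% Tween-20.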
# PI4K2A block: PI4K2A (human) kinase inhibition; actives 0.13% (n = 420,000); AID 1346378; activity change, negative = inhibition, % at 76.9 µM; purified PI4K2A, ADP-Glo luminescence, 1 h; active compounds read low; in the data active = activity change below about -50%; inconclusive = mostly about -30% to -49%;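 also: -100% = wells without enzyme as full effect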
# Target sequence (Q9BTU6 whole entry, looked up): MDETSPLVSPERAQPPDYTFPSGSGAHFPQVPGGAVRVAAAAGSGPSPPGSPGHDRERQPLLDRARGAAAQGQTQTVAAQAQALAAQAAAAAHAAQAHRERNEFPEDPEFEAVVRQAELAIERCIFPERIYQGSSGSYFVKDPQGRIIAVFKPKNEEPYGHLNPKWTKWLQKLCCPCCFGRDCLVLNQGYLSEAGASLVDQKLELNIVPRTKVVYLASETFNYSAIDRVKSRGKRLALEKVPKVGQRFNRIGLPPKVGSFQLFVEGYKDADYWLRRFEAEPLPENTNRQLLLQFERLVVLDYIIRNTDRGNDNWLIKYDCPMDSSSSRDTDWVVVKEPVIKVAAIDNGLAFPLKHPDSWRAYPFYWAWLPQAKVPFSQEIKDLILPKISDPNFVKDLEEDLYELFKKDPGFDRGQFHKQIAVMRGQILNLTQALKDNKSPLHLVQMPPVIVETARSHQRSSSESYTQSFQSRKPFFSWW
#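 ADP-Glo luminescence measured ADP generated by PI4K2A enzyme (4 ug/mL before mixing) with 1.2 mM PI substrate (pre-mix) and 300 microM ATP (pre-mix). Tris pH7.5 buffer with MgCl2, Triton X-100; 1 h reaction at ambient temperature.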
# GRP78 ERSR act: inducers of ER stress response in human glioma cells; U87-MG GRP78 promoter luciferase reporter, 16 h; Potency, µM, for inactives: at the top dose activation, most hits filed as activators; actives 0.02% (n = 420,000); AID 602332; also: potency is read from the fitted curve at half-maximal effect; series mostly up to about 76 µM; % of control where 0% means no effect; nearly all actives have a fitted effect of over 35% in size
#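 ERSR induction read as luciferase luminescence (Bright-Glo, 10 min at room temperature) in stably transfected human U87-MG glioma cells exposed to compounds for 16 h, using GRP78 as sensor.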
# RXFP1 ag: RXFP1 (human) receptor agonism | Potency, µM (doses to about 57.5 µM), for inactives: top-dose activation, hits mostly activators | Q9HBX9 | HEK293T-RXFP1 cAMP TR-FRET, 30 min; response scale: percent of porcine relaxin response, buffer zero | actives 0.3% (n = 370,000); also: potency is read from the fitted curve at half-maximal effect; % is scaled to controls: 0 for no effect and ±100 for the full control effect; nearly all actives have a fitted effect of over 60% in size; many of its hits are not listed in these tables
#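 Agonist response is measured as cAMP accumulation in an RXFP1-transfected HEK293T line under PDE4 inhibition. Values are scaled between buffer-only and 29 nM porcine relaxin, and EC50s come from standard Hill equation fits.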
# mIDH1 inhibitor: inhibitors of human mutant IDH1 R132H | O75874 | IDH1-R132H enzyme, NADPH consumption, diaphorase/resazurin fluorescence | Potency, µM (series often up to 76.6 µM), inactives show at the highest dose activity change, negative = inhibition, actives largely listed as inhibitors | actives 0.093% (n = 390,000) | AID 602179; also: potency is read from the fitted curve at half-maximal effect; % is scaled to controls: 0 for no effect and ±100 for the full control effect; nearly all actives have a fitted effect of over 65% in size
# Target sequence (O75874 whole entry R132H, stated change not applied): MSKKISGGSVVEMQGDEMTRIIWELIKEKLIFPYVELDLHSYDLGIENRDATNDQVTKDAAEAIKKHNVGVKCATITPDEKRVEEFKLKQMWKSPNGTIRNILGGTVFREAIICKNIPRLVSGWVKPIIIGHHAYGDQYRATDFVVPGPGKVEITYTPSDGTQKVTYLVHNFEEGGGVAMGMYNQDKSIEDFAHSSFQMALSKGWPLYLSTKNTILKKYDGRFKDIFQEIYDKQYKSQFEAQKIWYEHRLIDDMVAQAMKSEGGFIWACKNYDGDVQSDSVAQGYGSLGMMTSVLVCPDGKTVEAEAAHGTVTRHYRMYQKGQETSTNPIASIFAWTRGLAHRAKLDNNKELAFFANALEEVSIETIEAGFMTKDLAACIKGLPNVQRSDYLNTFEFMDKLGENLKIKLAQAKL
#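 IDH1-R132H (0.5 ug/mL dispensed) in pH 7.5 Tris buffer was preincubated 30 min with compound, then given a substrate mix of 0.016 mM NADPH and 2 mM alpha-KG for 80 min at room temperature; remaining NADPH was read by diaphorase/resazurin fluorescence.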
# TrxR1 substrate: is turned over as a substrate by rat TrxR1. purified TrxR1 substrate turnover, NADPH consumption readout. Potency, µM (titrated, usually from 114 µM), inactives show at the top dose activity change, negative = substrate turnover. actives 0.01% (n = 390,000). O89049; also: potency is read from the fitted curve at half-maximal effect; % is scaled to controls: 0 for no effect and ±100 for the full control effect; nearly all actives have a fitted effect of over 50% in size
#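 Rat TrxR1, dispensed at 90 nM, was prereduced with 400 uM NADPH (final) for 5 min at ~22 deg C, then incubated with compound 15 min before 400 uM selenite. A first-read NADPH fluorescence drop versus no-compound background flagged substrates.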
# * hit, by the source's call; ? = inconclusive; / = not tested or not shown; & = joins results of further samples; [ ] = dose if it differs, or a comment. Unless noted, calls follow the shape of the dose curve; as a rule, active = well fitted curve in the direction sought with a large enough effect; inconclusive = small, poorly fitted or top-dose-only effect, or another doubt; inactive = no such curve, though single readings can be large; an effect the other way counts as inactive or inconclusive.
SMILES,LDHA block,Vif-A3G inh,Vif-A3F inh,USP1-UAF1 inh,PI4K2A block,GRP78 ERSR act,RXFP1 ag,mIDH1 inhibitor,TrxR1 substrate
CC(C)CCNC(=O)C1CC(c2ccccc2C(F)(F)F)=NO1 (stereo not drawn),1,-8%,-1%,-22%,2,-3%,0.6%,-6%,-2%
O=C1NC(=S)SC1=Cc1cc(Br)ccc1O,-15,-11%,-31%,-18%,-4,2%,/,-12%,-8%
Cc1cccc([C@H]2[C@@H]3C=CC[C@@H](C)[C@@H]3C(=O)N2Cc2ccccc2)c1,10,-3%,3%,-22%,-2,6%&-5%,/,0%,5%
CCOC(=O)C(CCCOc1ccccc1)C(=O)OCC,-2,0%,0%,-13%,-12,-4%,-2.5%,6%,1%
COC(=O)c1ccc(C2C(C#N)=C(C)NC3=C2C(=O)CC(C)(C)C3)cc1 (stereo not drawn),1,0%,2%,-13%,-4,-5%,7.7%,4%,52%[activator][57.1 µM]
Clc1ccc(Nc2ccc(Cl)nn2)cc1,-3,0%,8%,-11%,4,9%,0.1%,6%,43%
CCCC1(C(=O)OC)NC(c2cccc(F)c2)C2C(=O)N(CC)C(=O)C21 (stereo not drawn),-8,-2%,-2%,-2%,-2,-6%,2.9%,7%,-3%
Cc1cc(C(=O)CSc2nc(N)cc(=O)[nH]2)c(C)n1-c1cccc(F)c1,-7,2%,-11%,-6%,3,0%,0.6%,3%,-3%
COc1cc2c(cc1OC)C(COc1ccccc1OC)N(C(=O)c1ccccc1OC)CC2 (stereo not drawn),9,-2%,-3%,-26%,-3,-5%,1.1%,11%,-2%[57.1 µM]
CCCn1nc(C(=O)NNC(=O)c2ccc(OC(F)F)cc2)c2ccccc2c1=O,-4,5%,-5%,-16%,0,-6%,/,-1%,4%
CC(C)c1cc(C(=O)N/N=C/c2cccnc2)n[nH]1,-5,3%,-1%,0%,-6,-2%,0.9%,-1%,3%[57.1 µM]
O=C(CSc1nnnn1Cc1ccccc1)Nc1ccc2c(c1)OCO2,-4,-3%,1%,-6%,-8,4%,3.8%,10%,-8%
CN1CCN(c2nc3c(c(=O)n(C)c(=O)n3C)n2Cc2cccc(Br)c2)CC1,-2,1%,6%,3%,-1,-2%,10%,3%,-8%
COc1ccccc1C1c2c(-c3ccc(Cl)cc3)n[nH]c2C(=O)N1c1ccc(C)cc1 (stereo not drawn),-1,-24%,-17%,-34%,-2,17%,4.1%,-13%,-7%
CC(C)N1CC(C(=O)Nc2ccc(Br)c(Cl)c2)CC1=O (stereo not drawn),-3,-6%,3%,-13%,5,3%,0.4%,3%,4%
Cc1ccc(C(=O)CSc2nc3ccccc3c(=O)n2N)o1,6,-4%,0%,-8%,2,-2%,-1.0%,5%,2%
Cc1cccc(C)c1NC(=S)N(CCCN1CCCCC1)Cc1ccco1,-9,0%,-14%,-11%,-1,-4%,-0.1%,-2%,4%
CCC1(C)Cc2c(sc3nnn(CC(=O)Nc4ccccc4)c(=O)c23)CO1 (stereo not drawn),8&-6,3%,-9%,-14%,-5,-3%,-0.1%,1%,-10%
NS(=O)(=O)c1ccc(NC(=O)C2CCCN(S(=O)(=O)c3ccc(F)cc3)C2)cc1 (stereo not drawn),4,-1%,2%,1%,0,2%,0.0%,5%,-5%[57.1 µM]
CCCCn1c(SCC(=O)NCc2cccs2)nc2c1c(=O)n(C)c(=O)n2C,0,-1%,-1%,-6%,6,-4%,3.3%,0%,7%
COc1ccc(C(C)=O)cc1COC(=O)CSC(C)C(=O)Nc1cc(C)on1 (stereo not drawn),-3,1%,3%,-7%,-1,-5%,-0.5%,-2%,-14%
O=S(=O)(c1ccc2oc3ccccc3c2c1)N1CCOCC1,0&-6,1%,7%,-7%,0,-4%,1.7%,9%,-8%
O=C(NCc1ccc(F)cc1)c1ccc2c(c1)N(Cc1ccc(F)cc1Cl)C(=O)CS2,-3,-3%,-6%,-26%,2,-2%,1.8%,-2%,7%[2.29 µM]
O=C(CN1C(=O)COc2ccc(S(=O)(=O)N3CCOCC3)cc21)NCc1ccc(F)cc1,-5,0%,2%,-10%,-1,-3%,1.1%,-11%,4%
COc1ccc2c(Sc3ccc(Cl)cc3)c(C(=O)NCCCN3CCCCC3)[nH]c2c1,7,-6%,3%,-5%,5,-11%,-3.8%,-17%,2%

# Continued; it opens with the three that closed the last part.
SMILES,LDHA block,Vif-A3G inh,Vif-A3F inh,USP1-UAF1 inh,PI4K2A block,GRP78 ERSR act,RXFP1 ag,mIDH1 inhibitor,TrxR1 substrate
O=C(NCc1ccc(F)cc1)c1ccc2c(c1)N(Cc1ccc(F)cc1Cl)C(=O)CS2,-3,-3%,-6%,-26%,2,-2%,1.8%,-2%,7%[2.29 µM]
O=C(CN1C(=O)COc2ccc(S(=O)(=O)N3CCOCC3)cc21)NCc1ccc(F)cc1,-5,0%,2%,-10%,-1,-3%,1.1%,-11%,4%
COc1ccc2c(Sc3ccc(Cl)cc3)c(C(=O)NCCCN3CCCCC3)[nH]c2c1,7,-6%,3%,-5%,5,-11%,-3.8%,-17%,2%
CC1(Cc2ccc(Cl)cc2)C(=O)Nc2ccc(-c3cccnc3)cc21 (stereo not drawn),-17,-7%,/,/,0,-1%,/,/,/
CC1(C(=O)NS(=O)(=O)c2ccc(Cl)cc2)CCN1C(=O)Cc1ccccc1 (stereo not drawn),-3,-1%,/,/,-1,-6%,/,/,/
CN1CCc2nc(SCC(=O)Nc3cccc(F)c3)c(C#N)c(-c3cccs3)c2C1,6,-4%,-4%,?,-13,1%,5.1%,2%,5%
O=C(COC(=O)CCNS(=O)(=O)c1ccccc1F)Nc1nnc(-c2ccccc2)o1,-5,0%,-8%,-17%,-4,-2%,-0.3%,0%,3%
Cc1nnc(SCC(=O)N2CCCC(C(=O)c3ccc(Cl)cc3)C2)o1 (stereo not drawn),3,-4%,-27%,-18%,0,-2%,-0.1%,11%,5%[57.1 µM]
CC(C(=O)Nc1nccs1)N1C(=O)c2ccccc2S1(=O)=O (stereo not drawn),2,1%,-5%,-16%,-3,-4%,-0.4%,3%,2%
Cc1ccc(S(=O)(=O)N(C)C[C@@H]2OCCCC[C@@H](C)Oc3ccc(NS(=O)(=O)c4c(C)noc4C)cc3C(=O)N([C@H](C)CO)C[C@@H]2C)cc1,-3,-5%,-8%,-18%,-4,-6%,/,-20%,/
CC(C)(C)c1cc(-n2ccnc2)n2ncc(-c3ccc(Cl)cc3)c2n1,-9,1%,0%,-14%,3,-1%,1.3%,6%,6%
COC(=O)c1ccc(C)c(NC(=O)Cn2cnc3ccccc3c2=O)c1,-5,0%,-5%,-11%,-1,-1%,2.3%,6%,8%[57.1 µM]
CCOC1CS(=O)(=O)CC1OCC (stereo not drawn),1,0%,-11%,-3%,2,-5%,4.0%,2%,22%[57.1 µM]
Fc1ccc(CN2CCN(C(c3ccccc3)c3ccccc3)CC2)cc1,-9,0%,0%,-14%,1,-1%,0.3%,8%,-4%
CC1CC(C)CN(CC(O)COCc2ccccc2F)C1 (stereo not drawn),0,-1%,1%,-17%,2,2%,3.0%,4%,9%
CCC(C)NC(=O)C1CCC(=O)N1CCc1ccccc1 (stereo not drawn),-6,1%,-2%,-14%,4,-1%,0.0%,2%,4%[57.1 µM]
N#Cc1ccc(OCC(=O)NCCc2ccc(S(N)(=O)=O)cc2)cc1,-5,-2%,7%,6%,11,-3%,1.5%,-2%,-3%
O=C(OCCN=C1NS(=O)(=O)c2ccccc21)c1ccco1,-4,0%,0%,-10%,-15,-3%,-3.2%,-10%,3%
Cc1cccc(N2CCN(C(=O)COc3cc4oc(=O)cc(C)c4cc3Cl)CC2)c1C,-4,0%,2%,-12%,-7,3%,2.4%,-4%,-7%
O=C(Nc1ccc2c(c1)oc1ccccc12)c1cccnc1,-5,-9%,2%,-14%,-3,5%,0.5%,-1%,5%[57.1 µM]
CCCCOc1cccc(C(=O)Nc2ccc(S(=O)(=O)Nc3cc(C)on3)cc2)c1,-3,1%,4%,?,-3,2%,3.9%,-3%,4%
CCOC(=O)N1CCN(c2ncc(C(F)(F)F)cc2Cl)CC1,-5,-3%,0%,-2%,-13,0%,1.9%,6%,9%[57.1 µM]
OCC(O)C1OC(c2ccccc2)OC(CO)C1O (stereo not drawn),1,1%,-7%,-27%,7,-2%,/,0%,1%
O=C(NNC(=O)C1CCN(S(=O)(=O)c2ccc(Cl)cc2)CC1)c1ccc(S(=O)(=O)N2CCCCC2)cc1,0,0%,3%,-18%,-1,-5%,1.1%,-1%,-2%
Cc1cccc(CS(=O)(=O)Cc2ccc(C(=O)NC3CCCCCC3)o2)c1,-5,2%,13%,-30%,-3,-4%,2.2%,-2%,-3%
COC(C[C@@H]1O[C@H]1C(=O)[C@@H](C)OCc1ccccc1)OC,1,?,-7%,?,3,-2%,/,4%,2%
FC(F)(F)c1ccccc1Nc1nccs1,-1,1%,1%,-17%,0,-2%,-0.3%,13%,-8%[57.1 µM]
S=c1[nH]nc(-c2ccccc2)n1Cc1ccccc1,0,1%,1%,-19%,6,-4%,2.3%,9%,-5%

# These rows are one share of the data; count on the stated rates, not on these rows.
